HIV RNase H inh: inhibitors of HIV-1 reverse transcriptase RNase H; P04585; RT-RNase H RNA/DNA duplex cleavage, fluorescence; inhibition, % at 10 µM; hit rate 1.9% among 65,000; in the data active means inhibition above about 50%
RmlC RmlD mix: RmlC/RmlD inhibition, mixture screen; RmlC/RmlD coupled enzyme inhibition, 384-well mixture HTS; inhibition, % at 5.5 µM; AID 1532; hit rate 0.39% among 110,000; in the data active means inhibition above about 30%, passing the limit was not always enough; inconclusive means no clear call, values can overlap the other calls; further: strong numbers were not always called active
An asterisk follows results filed as active; ? = inconclusive; nt = not tested or not shown. A portion of the library; the hit share may differ from the screen's.

smiles,HIV RNase H inh,RmlC RmlD mix
COC(=O)c1cc(C(=O)OC)n(Cc2ccc(Cl)cc2Cl)n1,nt,2.1
COc1ncccc1-c1nnn(-c2ccc(C)cc2)n1,nt,8.2
CCn1c(SCC(=O)n2c(C)c(C)c3ccccc32)nnc1-c1ccco1,2.7,-48.2
CCCCNC(=O)c1ccc2c(c1)ncn2C1CCCCC1,-21.9,8.1
CC(=O)C1=C(C)N(CC2CC2)C(=O)N[C@H]1c1ccc(Br)cc1,nt,-8.7
CCS(CC)=NS(=O)(=O)c1ccc(NC(C)=O)cc1,nt,4.9
O=C(/C=C/c1ccccc1)Nc1ncn[nH]1,nt,-9.8
CCCCn1c(SCC(=O)Nc2cc(NC(=O)c3ccco3)ccc2C)nc2ccccc2c1=O,55.3*,8.4
CN(C)CCCCCCCCCCC(=O)/C=N/O,nt,-12.2
CCOc1ccc2[nH]c(O)c(NC(C)=O)c2c1,-10.3,-0.7
O=C(Cn1cnc2ccccc2c1=O)OCC(=O)c1ccc2c(c1)OCCO2,-2.8,8.1
CCOC(=O)c1nn(-c2ccc(F)cc2)c2nc(CC(C)C)c(C#N)c(=O)n12,nt,50.9*
COC(=O)c1cccc(NS(=O)(=O)c2ccc(NC(C)=O)cc2)c1C,nt,-0.5
COC(=O)/C=C(\C)NC(=O)c1ccc(F)cc1,nt,9.1
CCCc1cc(=O)[nH]c(SCC(=O)N(C)CC(=O)Nc2ccccc2CC)n1,3.6,4.7

Structures listed so far with a furan ring, fused or not, in the order listed:
smiles,HIV RNase H inh,RmlC RmlD mix
CCn1c(SCC(=O)n2c(C)c(C)c3ccccc32)nnc1-c1ccco1,2.7,-48.2
CCCCn1c(SCC(=O)Nc2cc(NC(=O)c3ccco3)ccc2C)nc2ccccc2c1=O,55.3*,8.4

(continued)
smiles,HIV RNase H inh,RmlC RmlD mix
CCOc1ccc(NC(=O)CC2C(=O)N(c3ccccc3)C(=O)N2Cc2ccccn2)cc1 (stereo unspecified),nt,5.9
COc1cccc(NC(=O)CNC(=O)c2cccs2)c1,-3.2,2.5
O=C1C2CC=C(Cl)CC2C(=O)N1CC1OCCc2ccccc21 (stereo unspecified),nt,-37.9
COc1cccc(C(=O)Nc2ccc(C(=O)O)cc2)c1,1.7,1.5
Cc1cnnn1-c1ccc(C(=O)CCl)cc1,nt,29.0
COc1cccc(C2C([N+](=O)[O-])=C(N)Oc3c2c(=O)oc2ccccc32)c1 (stereo unspecified),nt,5.3
COC(=O)c1cc(Br)c(=O)n(CCN2CCCC2)c1,nt,-15.2
COc1cc(NC(=O)Cc2cccs2)cc(OC)c1,-20.3,-47.5
CNC(=O)Nc1cccc(C(F)(F)F)c1,-9.3,-6.4
CC1(C)OC(=O)N(c2ccccc2)C12C=Cc1c(ccc3ccccc13)O2 (stereo unspecified),nt,5.7
CC1(C)CC(N2CCC(=O)N(C3CC(C)(C)NC(C)(C)C3)C2)CC(C)(C)N1,-0.1,-9.2
COCCN1C(=O)C(=O)/C(=C(/O)c2cccc(S(=O)(=O)N(C)C)c2)C12C(=O)N(C)c1ccccc12 (stereo unspecified),3.8,4.5
CC(=O)n1cc([C@H]2C=C(C(=O)N3CCN(Cc4ccccc4)CC3)O[C@@H](OCCCCO)C2)c2ccccc21,nt,1.0
CCCOc1cc(C)c(S(=O)(=O)N2CCN(C)CC2)cc1C,-11.6,9.3
CCOc1cc(C2NN=C(c3ccccc3)S2)ccc1OCc1ccccc1Cl (stereo unspecified),nt,-7.5
N#Cc1cc([N+](=O)[O-])ccc1Oc1cccc(/C=N/NC(=O)c2cccc(Cl)c2)c1,nt,-4.7
NC1=NC[C@H](Cc2ccccc2)N1CCCCC1CCCCC1,nt,13.6
CCOC(=O)c1cc(OC(=O)c2cccc([N+](=O)[O-])c2)n(-c2ccccc2)n1,nt,8.5
CC(C)CCNc1ncnc2c1nnn2Cc1ccccc1Cl,-2.8,-11.7
O=C(CC1Nc2ccccc2NC1=O)c1ccccc1 (stereo unspecified),2.9,15.2
c1ccc2sc(N3CCOCC3)nc2c1,nt,-7.3
COCCNC(=S)N1C2CCC1CC(NC(=O)NC13CC4CC(CC(C4)C1)C3)C2 (stereo unspecified),nt,-10.7
CC(O)CCC(=O)NCCNC(=O)CCC(C)O (stereo unspecified),-9.5,-1.7
O=C(NNC(=O)c1cc(-c2ccc(Cl)cc2Cl)nc2ccccc12)Nc1ccccc1,nt,1.6
Nn1c(-c2ccco2)n[nH]c1=S,49.3,-11.6
CCCCn1c(CN2C(=O)c3ccccc3C2=O)nc2ccccc2c1=O,90.0*,13.9
Cc1ccc(C)c(N(C(=O)Cc2cccs2)C(C(=O)NC2CCCC2)c2ccc(C)o2)c1 (stereo unspecified),nt,-5.6
COC(=O)c1c(NC(=O)Cc2cccs2)sc2c1CCCC2,-6.4,6.5
CCN1CCN(CCCNC(=O)c2cc3sccc3n2CC)CC1,-5.1,9.6
CCOC(=O)c1c(C)[nH]c(=S)c(C#N)c1-c1ccc(OC)cc1,nt,3.7

In another format: results already given.
Fields – HIV RNase H inh | RmlC RmlD mix
N#Cc1cc([N+](=O)[O-])ccc1Oc1cccc(/C=N/NC(=O)c2cccc(Cl)c2)c1
    nt | -4.7
CCCCn1c(CN2C(=O)c3ccccc3C2=O)nc2ccccc2c1=O
    90.0* | 13.9
Nn1c(-c2ccco2)n[nH]c1=S
    49.3 | -11.6
COC(=O)c1c(NC(=O)Cc2cccs2)sc2c1CCCC2
    -6.4 | 6.5

More compounds
smiles,HIV RNase H inh,RmlC RmlD mix
O=C(NCC1CCCO1)C1C2C=CC3(CN(Cc4cccs4)C(=O)C13)O2 (stereo unspecified),12.7,23.6
COc1ccccc1-c1cc(C(=O)Nc2sc3c(c2C#N)CCC(C)C3)c2ccccc2n1 (stereo unspecified),nt,0.2
Cc1cc(=S)[nH]c2c(C)cccc12,nt,-7.4
CC(=O)c1ccc(OCC(O)CN2C(C)CCCC2C)cc1 (stereo unspecified),-4.8,-10.7
CC(=O)c1c(C)[nH]c(C(=O)N2CCN(C(=O)c3ccco3)CC2)c1C,-7.4,8.7
COc1ccc(/C=N/NC(=O)c2nn(-c3ccc(Cl)cc3)c(=O)c3c(N)scc23)cc1,nt,-0.6
CCN(CC)C(=O)N1CCN(S(=O)(=O)c2ccc(C)c(C)c2)CC1,-9.7,-8.5
CCOC(=O)c1c(NC(=O)c2ccc(C)cc2)sc2c1CC(C)(C)OC2,nt,6.9
CCc1cccc(CC)c1N(COC)C(=O)Cn1c(CO)nc2ccccc21,0.7,4.2
Cc1cccc(NC(=O)C2CCCN(S(=O)(=O)c3cccc4cccnc34)C2)c1 (stereo unspecified),-67.5,-6.9
FC(F)(F)c1cc(-c2ccco2)nc(N2CCOCC2)n1,-10.0,-18.5
COc1c(S(=O)(=O)n2nc(C)cc2C)ccc(Cl)c1Cl,-90.9,-5.8
O=C1CCN(Cc2nnnn2CC2CCCO2)c2ccccc2N1 (stereo unspecified),-14.3,1.6
CCOC(=O)Oc1ccc2c(c1)C(C)=CC(C)(C)N2C(=O)OCC,-21.6,nt
O=S(=O)(NC1c2cccc3cccc(c23)C1N1CCNCC1)c1ccccc1 (stereo unspecified),2.2,11.9

Next section
canonical_smiles	HIV RNase H inh	RmlC RmlD mix
CC1CCN(CCNC(=O)CN(C)S(=O)(=O)c2cccc3nsnc23)CC1	-6.2	3.5
Cc1ccc(N(C(=O)c2ccc(Br)o2)C2C=CS(=O)(=O)C2)cc1 (stereo unspecified)	-7.8	-2.8
COc1ccccc1NC(=O)CSc1nc2sc(C)c(C)c2c(=O)n1Cc1ccco1	9.9	3.5
COc1ccc(NC(=O)C2CC(=O)N(C)C(=Nc3ccc4c(c3)OCO4)S2)cc1 (stereo unspecified)	-5.3	3.7
CCOC(=O)c1oc2ccc(S(=O)(=O)n3nc(-c4ccc(Cl)cc4)cc3N)cc2c1C	nt	10.5
CCC(Sc1nc2cc3c(cc2c(=O)n1Cc1ccco1)OCO3)C(=O)NCCOC (stereo unspecified)	nt	6.0
CCc1[nH]nc2c1C(c1cccc(OC(=O)N3CCOCC3)c1)C(C#N)=C(N)O2 (stereo unspecified)	4.5	7.8
CCc1ccc(NC(=O)CCN2C(=O)c3cccnc3C2=O)cc1	-1.0	-15.0
O=[N+]([O-])c1ccc(Sc2cccc3cccnc23)cc1	nt	-4.0
Cc1c(C(=O)NCCN2CCOCC2)oc2ccccc12	-4.1	4.1
O=C(NCCN1CCN(c2cccc(Cl)c2)CC1)c1cccn2c(=O)c3ccccc3nc12	-40.2	nt
CCOC(=O)N1CCN(C(=O)Nc2ccc3nccnc3c2)CC1	nt	12.5
COc1cccc(C2C=C(c3ccc(OC)cc3OC)Nc3nnnn32)c1 (stereo unspecified)	-9.4	-3.2
COc1ccc(-c2nnc(NC(=O)C3CCCO3)s2)cc1 (stereo unspecified)	nt	-8.1
CCOC(=O)/C=c1\sc2n(c1=O)CCN=2	-8.8	8.2
CC(=O)Nc1ccc(NC(=O)CSC2=NCCS2)cc1	0.9	12.0
Cc1cc2n(n1)SC(Nc1cccc3ccccc13)N2 (stereo unspecified)	nt	-0.5
Cc1ccc(NC(=O)N2CCSc3ccccc32)cc1	nt	-8.1
Cc1ccc(S(=O)(=O)/C=C2\NC(=O)CS2)cc1	nt	-4.8
O=C1CCCC/C1=C\Nc1ccc(Cl)cn1	-10.6	4.0
COc1ccccc1/C=N/n1c(N)c(C(=O)NC2CCCCC2)c2nc3ccccc3nc21	nt	10.5
O=C(Cn1cnc2c(nnn2Cc2ccc(F)cc2)c1=O)NCc1ccc2c(c1)OCO2	-4.4	1.3
CCCn1c(SCC(=O)OCc2ccccc2)nc2c1c(=O)n(C)c(=O)n2C	-30.6	3.8
O=C(Cn1nnc2c(cnn2-c2ccc(F)cc2)c1=O)c1ccccc1F	-2.0	-9.6
CC(C)Oc1ccc(C(=O)Nc2ccc(NC(=O)c3ccco3)c(Cl)c2)cc1	nt	6.2
Clc1ccc(N2CCN(c3cnc4ccccc4n3)CC2)cc1	nt	1.6
CCCOC(=S)Nc1ccccc1	nt	4.5
Cc1cccc(N2C(=O)c3cccnc3C2=O)c1	nt	-14.1
O=[N+]([O-])c1ccc(/C=N/n2c(COc3ccccc3)n[nH]c2=S)cc1	nt	4.4
COc1ccc(C(C)=O)cc1CN1C(=O)NC2(CCCCCC2)C1=O	nt	?
Cc1nc(SCc2ccc([N+](=O)[O-])cc2)nc2ccccc12	nt	4.9
CCOC(=O)c1cnc2c(N=Nc3cccc(Cl)c3)c(N)nn2c1N	nt	3.7
Cc1ccc(-c2nnc(SCC(=O)N3CC(C)CC(C)C3)o2)cc1C (stereo unspecified)	-5.2	-13.5
COC(=O)CCC(=O)OC1(C)C(=O)C=C2C=C(C3CC3)N(Cc3ccc(OC)cc3)C=C2C1=O (stereo unspecified)	nt	3.8
COC(=O)C1=C(N)OC(C)=C(C(C)=O)C12C(=O)N(C)c1ccccc12 (stereo unspecified)	-0.9	-0.6
O=C(NCc1ccc(F)cc1)c1cc2sccc2n1Cc1ccc(F)cc1	nt	-6.5
CC1=NN(C(=O)c2ccccc2Br)C(O)(c2cccnc2)C1 (stereo unspecified)	nt	5.7
Cc1ccc(Cn2c(CN(C)Cc3ccccc3)nc3c2c(=O)n(C)c(=O)n3C)cc1	-4.3	6.0
Oc1ccc(CN2CCN(Cc3ccccc3)CC2)c2cccnc12	14.5	-4.9
O=C(Cc1ccccc1)NCC(=O)OCC(=O)c1ccc(OC(=O)c2ccccc2)cc1	nt	13.0
O=C(c1cc2ccccc2o1)N1CCN(S(=O)(=O)c2cccs2)CC1	nt	6.4
CCOC(=O)C1=NNC2C(=O)N(CC)C(=O)C12 (stereo unspecified)	nt	-10.5
O=C(C1=C[C@H](c2ccc(C(F)(F)F)cc2)C[C@H](OCc2ccc(CO)cc2)O1)N1CCN(Cc2ccc3c(c2)OCO3)CC1	nt	8.0
O=C(Nc1ccc(N2CCOCC2)nc1)c1ccc(Cl)cc1	nt	4.4
Cc1ccc(C)c(OCCCN2CCCC2)c1	0.9	-3.2
c1ccc(Cn2c(NCc3ccco3)nc3ccccc32)cc1	-14.3	10.5
Cc1cnc(NC(=O)CSc2nnc(CNc3ccc(F)cc3)n2CC2CCCO2)s1 (stereo unspecified)	0.2	nt
COc1ccc(C(=O)Cn2nnc(-c3ccccc3F)n2)cc1	9.3	4.4
N#Cc1cccc(-n2c(-c3ccccc3)nnc2-c2ccccc2)c1C#N	-1.4	-7.6
CCOC(=O)c1ccc(OC(=O)CCCCCN=C(N)N)cc1	nt	-8.2
COc1cc(CC(=O)OCC(=O)Nc2ccc(S(=O)(=O)N3CCCC3)cc2)cc(OC)c1OC	-0.1	-64.5
CC1Cc2nc(SCC(=O)N3CCCc4ccccc43)n(C)c(=O)c2S1 (stereo unspecified)	-62.0	12.4
O=C(CC(SCCO)c1ccc2c(c1)OCO2)c1cccs1 (stereo unspecified)	-17.8	-8.9
COC(=O)C(C#N)C(=C1C(=O)CC(C)(C)CC1=O)c1ccc(O)cc1 (stereo unspecified)	-1.6	-10.6
COc1ccc(C2CC(C(F)(F)F)n3nc(C(=O)O)c(Br)c3N2)cc1 (stereo unspecified)	nt	7.6
COc1ccc(CCNC(=O)C23CN(Cc4ccccc4)CC2C(c2ccc([N+](=O)[O-])cc2)=NO3)cc1 (stereo unspecified)	nt	-7.5
Cc1c(NS(=O)(=O)c2ccc(Br)s2)c(=O)n(-c2ccccc2)n1C	-8.4	-13.8
OCCCCNCc1ccc(OCc2ccccc2Cl)cc1	nt	-13.5
CCNS(=O)(=O)c1ccc(NC(=O)c2ccccc2OCC)cc1	-4.0	-7.3
COc1cc(C(=O)NC(=S)Nc2cccc(-c3cc4ccccc4oc3=O)c2)cc(OC)c1OC	nt	-10.7
CC(=O)Nc1ccc(C(=O)N(C)c2ccccc2)cc1	nt	-3.5
